NSD2 HMT inh = inhibitors of human histone methyltransferase NSD2 | O96028 | NSD2 peptide methylation, AlphaScreen, 120 min | inhibition, % at 12.5 µM | hit rate 0.54% among 310,000 | AID 743445; in the data active means inhibition above about 50%
Target sequence (O96028 whole entry, looked up): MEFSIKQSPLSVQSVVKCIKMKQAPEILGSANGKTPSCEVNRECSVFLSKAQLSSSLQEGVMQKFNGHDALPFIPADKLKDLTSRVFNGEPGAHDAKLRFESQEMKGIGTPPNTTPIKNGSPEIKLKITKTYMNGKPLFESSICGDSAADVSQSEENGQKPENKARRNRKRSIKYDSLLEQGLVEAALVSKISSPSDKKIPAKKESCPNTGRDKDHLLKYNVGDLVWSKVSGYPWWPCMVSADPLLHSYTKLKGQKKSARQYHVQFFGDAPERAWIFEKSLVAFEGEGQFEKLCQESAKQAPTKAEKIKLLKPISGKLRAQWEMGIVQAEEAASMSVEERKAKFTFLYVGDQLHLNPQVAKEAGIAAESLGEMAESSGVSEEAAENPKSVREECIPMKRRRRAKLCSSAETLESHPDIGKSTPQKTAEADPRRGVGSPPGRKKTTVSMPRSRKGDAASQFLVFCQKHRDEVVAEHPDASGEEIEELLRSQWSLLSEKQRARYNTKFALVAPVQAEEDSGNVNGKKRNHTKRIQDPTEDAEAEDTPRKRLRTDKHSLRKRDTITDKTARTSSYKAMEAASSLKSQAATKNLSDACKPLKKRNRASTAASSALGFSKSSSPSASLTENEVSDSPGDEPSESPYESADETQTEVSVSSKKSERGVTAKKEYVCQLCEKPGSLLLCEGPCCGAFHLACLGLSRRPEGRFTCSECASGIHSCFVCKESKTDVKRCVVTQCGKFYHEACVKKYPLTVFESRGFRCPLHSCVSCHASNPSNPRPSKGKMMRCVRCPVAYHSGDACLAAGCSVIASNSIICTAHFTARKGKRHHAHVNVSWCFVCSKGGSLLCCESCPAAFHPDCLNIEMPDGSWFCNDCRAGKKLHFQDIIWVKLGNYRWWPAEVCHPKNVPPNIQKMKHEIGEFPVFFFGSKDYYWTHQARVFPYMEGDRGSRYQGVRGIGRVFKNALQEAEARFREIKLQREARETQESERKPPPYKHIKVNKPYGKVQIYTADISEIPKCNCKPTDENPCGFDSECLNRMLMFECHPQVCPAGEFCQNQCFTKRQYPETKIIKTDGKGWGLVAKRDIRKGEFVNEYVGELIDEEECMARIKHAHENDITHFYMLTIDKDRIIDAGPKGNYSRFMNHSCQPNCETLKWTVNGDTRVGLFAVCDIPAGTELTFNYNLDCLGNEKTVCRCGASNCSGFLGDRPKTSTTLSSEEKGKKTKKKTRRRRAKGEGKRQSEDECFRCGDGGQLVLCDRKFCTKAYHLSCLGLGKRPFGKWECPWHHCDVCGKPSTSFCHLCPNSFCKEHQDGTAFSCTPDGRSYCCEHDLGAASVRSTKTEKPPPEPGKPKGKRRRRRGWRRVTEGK
Pemphigus Ab inh = inhibitors of pemphigus antibody binding to human desmoglein-3. P32926. DSG3-coupled beads, scFv-anti-DSG3-GFP binding, flow cytometry; hits give low values. binding (percent of control), % at 10 µM. hit rate 0.48% among 310,000;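 active means binding more than 3 SD below its plate's average and above zero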;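 further: hits lower antibody fragment binding to DSG3; some compounds called inactive have numbers as strong as hits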
Arr AP2 block = blocks beta-arrestin peptide binding to AP2 adaptin | FITC-arrestin peptide / GST-AP2 beads, flow cytometry; AP2 beta2 appendage carries R879A mutation | inhibition, % at 10 µM | hit rate 0.31% among 340,000 | AID 504490;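 active means inhibition above a set limit, near 3 SD of compounds lacking own fluorescence, cut at about 54% in these data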;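 further: plate controls were DMSO wells for no effect and 5 µM unlabelled arrestin peptide for full effect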
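System: GST-tagged AP2 beta2-adaptin appendage (R879A) on 4 µm glutathione beads / Reagent: FITC-arrestin peptide, 50 nM / Detection: HyperCyt-sampled flow cytometry, FL1 channel, ex 488/em 535 nm / Timing: 12 min plus 1 h, RT / Buffer or medium: PBS plus Tween 20 (0.05%) and BSA (0.1%)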
dFosB activator = activators of mouse delta FosB homodimer. P13346. purified delta FosB, TAMRA-CDK5 oligo fluorescence polarization; percent of positive-control signal above neutral wells. activation, % at 25 µM. hit rate 0.99% among 340,000;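 active means mean activation above about 17%, with every replicate also reaching it, limit read from the data, passing the limit was not always enough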;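 further: fluorescence polarization rise as delta FosB binds a TAMRA Cdk5 AP-1 oligo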
SR-BI DiI-HDL act = activators of SR-BI mediated HDL lipid uptake; activation, % at 12.5 µM; hit rate 0.096% among 320,000; AID 504775; CHO ldlA[mSR-BI] cells, DiI-HDL uptake fluorescence, 3 h; 100 = double the neutral-control signal;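 active means mean replicate activation of at least 60% and every replicate at or above 60%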;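 further: 0% = median plate neutral-control signal and 100% = twice that signal; values of inactives mirror those of a sister screen read the other way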
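Material – SR-BI-overexpressing, LDLR-lacking CHO cells · Medium – BSA-supplemented, HEPES-buffered Ham's F12, pH 7.4 · Doses – single concentration · Times – compound with DiI-HDL co-incubation, 3 h at 37 °C · Measured by – bottom-read fluorescence, 550/595 nm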
PKA-R2B act = activators of human PKA-R2B complex; PKA-R2B holoenzyme dissociation, Cy5-IP20 fluorescence polarization; R2B truncated from residue 108, S112A mutant; 0% DMSO only, 100% 113 µM cGMP; activation, % at 11.4 µM; hit rate 0.079% among 340,000; AID 504700;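 active means activation above a cutoff set at the mean over all compounds plus 3 SD, cut at about 18% in these data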;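 further: higher means more holoenzyme dissociation and a rise in polarization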
CDK5 p35 inh = blocks human CDK5/p35 kinase activity. Q00535+Q15078. inhibition, % at 10 µM. Recombinant CDK5/p35, ADP-Glo luminescence, 60 min. hit rate 0.01% among 330,000;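 active means highest replicate inhibition of at least 50% and at least 75% of replicates reaching 50%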;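 further: plate controls were DMSO neutral control for no effect and GW8510 at 10 µM for full effect; many of its hits are not listed in these tables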
Mot1-301 SUMO = blocks SUMOylation pathway, rescuing yeast Mot1-301 growth. S. cerevisiae Mot1-301 growth rescue, ATP luminescence, 38.5C; percent above DMSO median, 100 means doubled. hit rate 1% among 320,000. growth rescue, % at 18.8 µM;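 active means every valid replicate shows activation above 250% relative to neutral control wells; inactive means the rest, any valid replicate at or below 250%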;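 further: OY570 slx delta 5 strain wells were the positive control but not used for scaling; some compounds called inactive have numbers as strong as hits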
SR-BI DiI inh = blocks mouse SR-BI lipid uptake from DiI-HDL; Q61009; ldlA[mSR-BI] CHO cells, DiI-HDL uptake fluorescence, 3 h; inhibition, % at 12.5 µM; hit rate 0.96% among 320,000;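 active means mean replicate inhibition of at least 70% and a set share of replicates each scoring 70 or more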;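 further: 0% = median of neutral control wells and 100% = median of positive control wells; values of inactives mirror those of a sister screen read the other way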
PKA-R1A activ = activators of PKA-R1A complex; P00514+P68181; PKA-R1A dissociation, Cy5-IP20 fluorescence polarization; scaled: DMSO 0%, 113 µM cGMP 100%; activation, % at 11.4 µM; hit rate 0.083% among 340,000; AID 504707;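 active means percent activation above the mean of all tested compounds plus 3 SD, cut at about 19% in these data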;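 further: higher means more PKAc released from R1A so a rise in polarization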
MITF act = increases MITF-driven TRPM1 promoter luciferase signal; SK-MEL-5 TRPM1-promoter luciferase, 24 h; % of positive control, neutral wells = 0; activation, % at 12.5 µM; hit rate 0.75% among 300,000; AID 588334;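 active means mean activation of at least 80% with every replicate also reaching 80%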;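 further: 0% = neutral control wells and 100% = parthenolide positive control wells; values of inactives mirror those of a sister screen read the other way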
The depositor's hits bear a star; nt = no result given.

SMILES | NSD2 HMT inh | Pemphigus Ab inh | Arr AP2 block | dFosB activator | SR-BI DiI-HDL act | PKA-R2B act | CDK5 p35 inh | Mot1-301 SUMO | SR-BI DiI inh | PKA-R1A activ | MITF act
CCC(C)C(=O)Nc1nc2c(s1)C(=O)CC(C)(C)C2 (configuration not stated) | nt | 99 | -1 | 2 | nt | -14 | -0.6 | 125 | nt | -3 | 10
O=C(Nc1cc(Cl)ccc1N1CCOCC1)c1ccc(=O)[nH]c1 | -1 | 130 | 8 | 3 | -4 | 2 | 0.0 | -4 | 4 | -4 | 8
COc1ccccc1NC(=O)Nc1nc(CC(=O)Nc2ccc(N(C)C)cc2)cs1 | 6 | 93 | 13 | -1 | -91 | -1 | 0.9 | -6 | 91* | -12 | 15
Cc1c2ccncc2cc2c1[nH]c1ccccc12 | -3 | 150 | -3 | 78* | -47 | 7 | 1.4 | nt | 47 | 4 | 39
COC(=O)CC1C(=O)NCCN1C(=O)c1ccc([N+](=O)[O-])cc1 (configuration not stated) | -1 | 92 | -14 | 1 | 1 | -5 | -0.8 | 19 | -1 | -2 | 0
NC(=O)CC(NC(=O)Cc1ccc(Cl)cc1)c1ccc(NCCOc2ccccc2)c([N+](=O)[O-])c1 (configuration not stated) | nt | 101 | 2 | -3 | -1 | 8 | 2.0 | 189 | 1 | 7 | 4
Cc1ccc(C(=O)Nc2ccc(CN3CCCCC3)cc2)c(C)c1 | 15 | 84 | -1 | 0 | -22 | 12 | -2.8 | 6 | 22 | 4 | 1
Cc1cc(/C=C2/NC(=O)N(Cc3ccccc3F)C2=O)c(C)n1C | 1 | 104 | 9 | -11 | -25 | 0 | -3.1 | -5 | 25 | 6 | -2
Cn1c(Cn2c(=O)sc3ccccc32)nnc1SCC(=O)N1CCN(c2ccccc2)CC1 | nt | 106 | -3 | -6 | -50 | 0 | 0.9 | -7 | 50 | -10 | -4
O=C(CCC(=O)c1ccc(Br)cc1)Nc1ccc(F)cc1 | -8 | 96 | -1 | -3 | 19 | -6 | 0.1 | -6 | -19 | -13 | 4
COc1ccc(CCn2c(=N)c(C(=O)NCc3ccco3)cc3c(=O)n4cccc(C)c4nc32)cc1 | 1 | 103 | 0 | 4 | 7 | -1 | 2.1 | 196 | -7 | 15 | 3
COc1ccc2oc(C(=O)Nc3nc(C)cs3)c(C)c2c1 | -2 | 93 | 63* | -16 | -53 | -5 | 0.2 | -4 | 53 | 2 | 79
CCCCCCCCCCCCN1C(=O)CSC1c1cccnc1 (configuration not stated) | -3 | 106 | 9 | -8 | -9 | 0 | -0.3 | 27 | 9 | -11 | -7
C[C@H](NS(=O)(=O)c1ccc(Cl)cc1)C(=O)OCC(=O)NCCc1ccc(S(N)(=O)=O)cc1 | 0 | 103 | -12 | -5 | -8 | -10 | 1.3 | nt | 8 | -3 | -9
Cc1ccc(NC(=O)CSCC(=O)NNC(=O)c2ccoc2C)cc1 | 0 | 103 | 0 | -8 | 30 | 1 | 1.5 | -2 | -30 | 7 | 2
COc1c(N)c2c(c([N+](=O)[O-])c1OC)C(=O)OC2 | -1 | 122 | 21 | 0 | -9 | -4 | 1.5 | nt | 9 | -4 | 20
COC(=O)CSc1ncnc2c(C)csc12 | -2 | 95 | 5 | -1 | 8 | nt | 0.6 | 6 | -8 | nt | nt
CC(C)c1ccc(NC(=O)[C@H](Cc2c[nH]c3ccccc23)NC(=O)[C@@H]2Cc3ccccc3CN2)cc1 | 2 | 95 | 17 | -4 | -22 | 1 | 1.2 | -1 | 22 | 14 | -7
O=C(COc1cc2oc(=O)c3c(c2cc1Cl)CCC3)NCCCn1ccnc1 | 2 | 105 | -1 | -19 | -5 | -8 | 2.9 | 33 | 5 | -8 | -1
O=C(O)C1=C[C@@H](c2csc3ccccc23)C[C@@H](OCc2ccc(CO)cc2)O1 | nt | 103 | -3 | -3 | 7 | -8 | -6.5 | 16 | -7 | -10 | 10
CCCN1CCC(=O)N([C@H](COc2ccccc2)c2ccccc2)CC1 | nt | 109 | -9 | 2 | 22 | -1 | -1.6 | 16 | -22 | -7 | -2
Cc1[nH]n(C2=NCCS2)c(=O)c1N=Nc1ccccc1 | 5 | 83 | 0 | -6 | 35 | 8 | 1.1 | -3 | -35 | 0 | 14
CCc1cc2cc(C(=O)Nc3ccccc3F)sc2s1 | -1 | 101 | 1 | 5 | -2 | -4 | -2.1 | 5 | 2 | -5 | 52
Cc1cc(C(=O)NCc2cc(C)n(C)n2)sc1-c1ccccc1 | -2 | 102 | -1 | -19 | -17 | -6 | -1.0 | 10 | 17 | 0 | 7
Fc1cc(Cl)ccc1NC1=NCCCCC1 | 1 | 99 | -11 | -3 | 9 | 10 | 0.7 | -3 | -9 | -5 | 0

(cont.)
SMILES | NSD2 HMT inh | Pemphigus Ab inh | Arr AP2 block | dFosB activator | SR-BI DiI-HDL act | PKA-R2B act | CDK5 p35 inh | Mot1-301 SUMO | SR-BI DiI inh | PKA-R1A activ | MITF act
COc1ccc(CCNC(=O)CN(Cc2ccc(Cl)cc2)S(C)(=O)=O)cc1 | -3 | 136 | 1 | -2 | -3 | -4 | -0.4 | 20 | 3 | -21 | nt
COc1ccc(CCNc2oc(-c3ccccc3OC)nc2C#N)cc1OC | 1 | 103 | -2 | -12 | -27 | -8 | -0.4 | 8 | 27 | -10 | 13
CCOc1ccc(NCc2nnc(SCc3ccc(Cl)cc3)n2-c2ccccc2)cc1 | 4 | 104 | 32 | 1 | nt | 3 | -0.3 | -21 | nt | 0 | -9
Cn1ncc(Cl)c1C(=O)N1CCN(c2ccccc2)CC1 | -1 | 106 | -9 | 3 | 14 | -1 | 2.3 | 12 | -14 | -2 | -2
CC(=O)Nc1cccc(-c2nnc(-c3ccccc3)o2)c1 | nt | 102 | -13 | -36 | 7 | 0 | -0.8 | -2 | -7 | -1 | nt
CCCC(=O)Nc1cccc(-c2cn3ccsc3n2)c1 | 0 | 107 | 5 | -1 | -24 | -3 | 0.2 | -12 | 24 | 3 | 18
Cc1[nH]n(-c2ccccc2)c(=O)c1C=Nc1ccc(S(=O)(=O)Nc2nccs2)cc1 | 3 | 100 | 7 | -9 | -13 | -11 | -5.8 | 142 | 13 | -7 | -17
CCCCOc1ccc(NC(=O)CSc2nnnn2C)cc1 | -1 | 124 | 29 | 6 | 11 | -8 | -2.8 | 16 | -11 | -11 | -3
O=C1CC(=C(c2ccccc2)c2ccccc2)C(=O)N1CCCN1CCN(c2cccc(Cl)c2)CC1 | 4 | 104 | -6 | -4 | -8 | 9 | 0.9 | nt | 8 | 1 | 8
CCn1c(/N=C/c2ccccc2O)nc2ccccc21 | 1 | 103 | 11 | -3 | 9 | -5 | 0.2 | 5 | -9 | 1 | 3
Cc1ccccc1CS(=O)(=O)Cc1ccc(C(=O)NCC2CCCO2)o1 (configuration not stated) | -1 | 96 | 5 | -4 | 5 | 2 | nt | 0 | -5 | -1 | -3
O=C1CC(c2ccccc2)c2cc(O)ccc2O1 (configuration not stated) | 0 | 100 | 1 | -3 | 4 | -7 | 5.3 | 253 | -4 | 9 | 2
CC1=C(C(=O)Nc2ccc(C)cc2C)C(c2ccc([N+](=O)[O-])cc2)n2ncnc2N1 (configuration not stated) | -1 | 99 | 3 | 6 | -21 | -3 | -1.3 | 147 | 21 | 12 | nt
O=C(NCC1COc2ccccc2O1)c1ccc(Cl)c(S(=O)(=O)N2CCOCC2)c1 (configuration not stated) | 0 | 111 | -6 | -11 | -10 | -6 | -3.5 | -7 | 10 | -2 | -3
O=C(NCc1ccccc1)c1ccc(Cl)cc1[N+](=O)[O-] | 1 | nt | -6 | -2 | 2 | -6 | 1.5 | -22 | -2 | 3 | 4
OC(CSc1c(Cl)cccc1Cl)CN1CCN(c2ccc(F)cc2)CC1 (configuration not stated) | 2 | 97 | 11 | -11 | -22 | 0 | 0.3 | 18 | 22 | 0 | 3
O=C(c1ccc(Oc2ccc(C(F)(F)F)cc2[N+](=O)[O-])cc1)N1CCOCC1 | 0 | 110 | -14 | -8 | -31 | -10 | -1.8 | 0 | 31 | 1 | -8
CCN(CC)CCNC(=O)c1cc(Sc2nnc(C)s2)nc2ccccc12 | 25 | 102 | 8 | -46 | -16 | -7 | 2.8 | 0 | 16 | -1 | -7
O=C(COC(=O)CCC1CCCCC1)Nc1ccc(OC(F)F)cc1 | -1 | 101 | 27 | -6 | 33 | -10 | 0.3 | 22 | -33 | -10 | -2
CC(C)(C)c1ccc(CS(=O)(=O)CC2(O)CCN(C(=O)c3cccc(C(F)(F)F)c3)CC2)cc1 | nt | nt | 17 | -2 | -28 | -11 | -1.2 | -2 | 28 | -11 | nt
Cc1cccc(OCCOC(=O)c2c(-c3ccccc3)noc2C)c1 | 2 | 117 | -6 | 0 | -9 | 13 | -0.9 | 11 | 9 | -5 | -10
CN(C)CCNC(=O)c1ccc(-c2nn(C)c(=O)c3ccccc23)cc1 | 2 | nt | -1 | -20 | -12 | -20 | -0.4 | 6 | 12 | -11 | nt
COc1ccc(N2C(=O)CCC(C(=O)c3ccccc3)=C2C)cc1 | -1 | 113 | -1 | -1 | 19 | 0 | 4.0 | 70 | -19 | 5 | 1
CCCN(Cc1nnc(-c2ccccc2Cl)o1)C(=O)c1oc2ccccc2c1C | -2 | 102 | 1 | -2 | 22 | 5 | 0.3 | 3 | -22 | 1 | -5
COCC(=O)Nc1c(C(=O)N2CCCC2)oc2ccccc12 | 8 | 92 | 12 | -3 | 11 | -8 | -0.8 | 207 | -11 | 3 | 8
COCCNC(=O)CSc1nccn1Cc1ccc2c(c1)OCO2 | -2 | nt | -20 | 2 | 27 | -5 | -0.4 | 3 | -27 | -10 | 0
OCCc1ccc(O)c(-n2nc3ccccc3n2)c1 | -3 | 99 | 7 | -10 | -2 | 6 | 5.6 | -1 | 2 | -16 | 29
NNc1nc(-c2ccccc2)cc(-c2ccc(Br)cc2)n1 | -1 | 100 | -10 | -3 | -9 | -2 | -1.1 | -15 | 9 | -2 | 11
Cc1cccc(OCC(=O)Nc2ccc(C(=O)NCC(C)C)cc2)c1 | -1 | 99 | 3 | 1 | -30 | -3 | 1.4 | 172 | 53 | 5 | -5

Screening data deposited in PubChem BioAssay by several laboratories.
